# From PubChem BioAssay
# COUP-TFII inh = NR2F2 transcriptional activity inhibitors, primary screen, cell-based, luciferase reporter, HEK293T, luminescence. COUP transcription factor 2 (Homo sapiens), P24468. HEK293T NGFI-A luciferase reporter. 370,000 tested, 0.7% active. inhibition, % at 8.6 µM;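 active means inhibition above a per-plate cutoff, mean inhibition of test wells between control levels plus 3 SD, cut at about 38% in these data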;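 further: cells cotransfected with COUP-TFII expression vector driving the NGFI-A reporter; 0% = median of COUP-TF2 test wells and 100% = reporter-only cells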
# NCOA2 inhibitor = inhibition of GAL4-SRC2 driven luciferase reporter, primary screen, SRC2 inhibitor project, cell-based, luminescence | 370,000 tested, 0.17% active | HEK293 GAL4-SRC2 luciferase reporter | inhibition, % at 9 µM | AID 651957, 2012;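 active means inhibition above the mean inhibition of all tested compounds plus 3 SD, set per campaign, cut at about 52% in these data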;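 further: 0% = DMSO treated cells and 100% = cells given Gossypol at 36 µM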
# Target sequence (Q15596 whole entry, looked up, the tested form may be a part): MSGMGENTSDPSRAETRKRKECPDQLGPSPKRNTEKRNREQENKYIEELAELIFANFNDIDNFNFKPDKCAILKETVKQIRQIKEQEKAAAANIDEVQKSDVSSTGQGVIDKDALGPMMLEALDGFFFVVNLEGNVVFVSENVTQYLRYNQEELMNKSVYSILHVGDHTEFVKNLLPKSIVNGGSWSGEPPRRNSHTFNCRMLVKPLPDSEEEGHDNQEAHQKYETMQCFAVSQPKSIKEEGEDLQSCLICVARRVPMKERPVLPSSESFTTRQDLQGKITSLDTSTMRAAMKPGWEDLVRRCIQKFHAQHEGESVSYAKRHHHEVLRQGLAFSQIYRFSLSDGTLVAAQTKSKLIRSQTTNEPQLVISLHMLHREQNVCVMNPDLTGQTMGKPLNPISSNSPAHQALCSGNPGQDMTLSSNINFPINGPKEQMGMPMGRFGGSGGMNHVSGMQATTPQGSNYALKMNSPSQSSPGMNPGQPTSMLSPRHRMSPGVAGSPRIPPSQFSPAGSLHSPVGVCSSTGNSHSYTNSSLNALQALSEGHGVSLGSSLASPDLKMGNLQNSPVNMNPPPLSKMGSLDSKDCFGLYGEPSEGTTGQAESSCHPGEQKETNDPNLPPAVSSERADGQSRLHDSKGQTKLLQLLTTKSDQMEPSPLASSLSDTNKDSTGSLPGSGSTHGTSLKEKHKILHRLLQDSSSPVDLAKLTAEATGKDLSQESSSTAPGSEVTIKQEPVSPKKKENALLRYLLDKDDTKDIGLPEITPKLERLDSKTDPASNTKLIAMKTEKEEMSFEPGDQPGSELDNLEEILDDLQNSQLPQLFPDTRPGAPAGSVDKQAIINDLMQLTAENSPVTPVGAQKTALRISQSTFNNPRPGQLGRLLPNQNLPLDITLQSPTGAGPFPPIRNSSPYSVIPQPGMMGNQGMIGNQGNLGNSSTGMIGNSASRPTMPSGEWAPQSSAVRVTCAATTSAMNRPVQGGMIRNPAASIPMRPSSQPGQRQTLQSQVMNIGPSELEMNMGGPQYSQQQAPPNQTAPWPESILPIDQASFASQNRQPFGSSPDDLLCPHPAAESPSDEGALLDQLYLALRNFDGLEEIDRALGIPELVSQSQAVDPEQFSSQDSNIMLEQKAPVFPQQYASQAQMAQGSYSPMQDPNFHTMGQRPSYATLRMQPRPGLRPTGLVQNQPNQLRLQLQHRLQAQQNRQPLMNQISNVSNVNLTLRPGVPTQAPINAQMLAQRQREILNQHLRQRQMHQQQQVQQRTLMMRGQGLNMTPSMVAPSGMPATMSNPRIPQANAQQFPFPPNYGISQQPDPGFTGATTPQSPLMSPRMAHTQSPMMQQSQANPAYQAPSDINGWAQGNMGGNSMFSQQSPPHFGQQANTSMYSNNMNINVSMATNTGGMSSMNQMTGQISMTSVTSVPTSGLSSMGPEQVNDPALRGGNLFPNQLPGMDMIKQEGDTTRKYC
# Numbers without * were called inactive. This is a subset (hit frequency here may not be typical).
# The line under a structure holds: COUP-TFII inh | NCOA2 inhibitor
CC(C)CN1C(=O)C[C@@]2(C(=O)N(C)c3ccc(NC(=O)C(C)(C)C)cc32)C1c1ccccc1 (some centres undefined)
→ -1 | 3
COC(=O)[C@]12C[C@H](CC(=O)NCc3ccccc3)C(=O)N(CCc3ccc(OC)c(OC)c3)C1=C[C@H](C(C)(C)C)O[C@@H]2C
→ 11 | 14
COC(=O)c1cc2c(c3c4ccccc4n(S(=O)(=O)c4cccc(C)c4)c13)C(=O)N(C)C2
→ 19 | -27
Cc1nc2c(ccc3c2ccc2nc(C)sc23)s1
→ -14 | -37
C=CCN=C1NC(c2ccccc2C(F)(F)F)C(C(=O)OC)=C(C)N1Cc1ccc(C(F)(F)F)cc1 (centres undefined)
→ 8 | 3
CC[C@H](NC(=O)[C@H](Cc1ccccc1)NC(=O)[C@H]1O[C@@H](n2cnc3c(=O)[nH]c(N)nc32)[C@H](O)[C@@H]1O)c1ccccc1
→ -3 | 2
O=C1C2(CCCC13COC(c1ccc(O)cc1)OC3)COC(c1ccc(O)cc1)OC2 (centres undefined)
→ -3 | -11
COc1cc(NC(=O)C2CCCN(S(=O)(=O)c3ccc(C)cc3)C2)cc(OC)c1 (centres undefined)
→ 10 | 0
CCCCCCN1CCN(C2CN(Cc3cn(Cc4ccc(C(F)(F)F)cc4)nn3)S(=O)(=O)C2)CC1 (centres undefined)
→ 23 | 26
Cc1nc2ccc(S(=O)(=O)NCC(=O)NCc3ccc(F)cc3)cc2s1
→ -8 | 2
Nc1[nH]c(C(=O)c2ccccc2)c(-c2ccc(Cl)c(Cl)c2)c1C(=O)NCCc1c[nH]c2ccccc12
→ 5 | 4
Brc1ccc2nc(-c3ccc(CN4CCC5(CC4)CNc4ccccc45)cc3)c(-c3ccccc3)nc2c1
→ -5 | 2
O=C(CC(=O)NC1CCCCC1)N/N=C/c1ccccc1F
→ -15 | -5
COC(=O)[C@]12C[C@H](CC(=O)NCCCCc3ccccc3)C(=O)N(Cc3ccc4c(c3)OCO4)C1=C[C@H](C(C)C)O[C@@H]2C1CC1
→ 21 | 16
C#CCNC(=O)C[C@@H]1C[C@]2(C(=O)OCC)CCC3=C2N(CCC3)C1=O
→ 1 | -2
COC(=O)[C@@]1(Cc2ccc(OC)cc2)[C@H]2c3cc(C(=O)N4CCCC4)n(CCO)c3C[C@H]2CN1C(=O)c1ccccc1
→ -2 | -18
CCCC(=O)N1CCC[C@]2(CC[C@@H](CCC(=O)N(CC)CC)O2)C1
→ 1 | 8
COC(=O)C1CN(Cc2ccc(C)cc2)CCS(=O)(=O)N1Cc1cn(Cc2ccc(Cl)cc2)nn1 (centres undefined)
→ -14 | 23
C=CCN(C(=O)[C@@H](C1CC1)[C@@H](O)c1ccc(Cl)cc1)c1ccccc1
→ 2 | 5
COC(=O)[C@]12C[C@H](CC(=O)N3CCSCC3)C(=O)N(Cc3ccccc3)C1=C[C@H](COCc1ccccc1)O[C@@H]2C
→ 0 | -6

# One compound at a time, as listed above:
# COC(=O)C1CN(Cc2ccc(C)cc2)CCS(=O)(=O)N1Cc1cn(Cc2ccc(Cl)cc2)nn1 (centres undefined) as listed: COUP-TFII inh: -14; NCOA2 inhibitor: 23
# C#CCNC(=O)C[C@@H]1C[C@]2(C(=O)OCC)CCC3=C2N(CCC3)C1=O as listed: COUP-TFII inh: 1; NCOA2 inhibitor: -2
# COC(=O)[C@@]1(Cc2ccc(OC)cc2)[C@H]2c3cc(C(=O)N4CCCC4)n(CCO)c3C[C@H]2CN1C(=O)c1ccccc1 as listed: COUP-TFII inh: -2; NCOA2 inhibitor: -18

# More entries follow:
# The line under a structure holds: COUP-TFII inh | NCOA2 inhibitor
CCCN(CC1CC1)c1c2c(nc3ncnn13)CCCC2
→ 20 | 4
COc1cccc(NC(=O)C2CCCN2C(=O)Nc2ccc(Cl)cc2)c1 (centres undefined)
→ -7 | -24
CN1CCCCC(NC(=O)CCCl)C1=O (centres undefined)
→ 9 | 5
COc1cccc(Cn2c(C3CC3)nc3ccc(NC(=O)c4ccco4)cc3c2=O)c1
→ 5 | -29
COc1ccc(C(=O)c2[nH]c(N)c(C(=O)NCCc3c[nH]c4ccccc34)c2-c2ccccc2C(F)(F)F)cc1
→ -9 | 12
COC(=O)[C@H](Cc1ccccc1)NP(=O)(OC)[C@@H](C)NC(=O)OCc1ccccc1 (some centres undefined)
→ -62 | -22
CCCCCCCCN1C(=O)[C@@H](CC(=O)NCc2ccc(C)o2)C[C@@]2(C(=O)OC)C1=C[C@H](C(C)(C)C)O[C@@H]2C
→ 0 | 4
CCCCCCCCN1C(=O)[C@@H](CC(=O)NCCCOCCCC)C[C@@]2(C(=O)OC)C1=C[C@H](C(C)C)O[C@@H]2C1CC1
→ -32 | 13
O=S1(=O)c2ccc(Br)cc2OC[C@H](Cc2ccccc2)N1Cc1cn(Cc2ccc(C(F)(F)F)cc2)nn1
→ -4 | -2
O=C1c2oc3ccc(Cl)cc3c(=O)c2C(c2ccccn2)N1CCCN1CCOCC1 (centres undefined)
→ 17 | -13
CCc1c(-c2cccc(Br)c2)ncn1CCc1ccccc1OC
→ 3 | 7
CCN=C1NC(CCc2ccccc2)C(C(=O)OC)=C(C)N1Cc1ccccc1C(F)(F)F (centres undefined)
→ -8 | 13
O=C(NCCc1ccccc1F)c1ccc(Sc2ccccc2Cl)c([N+](=O)[O-])c1
→ -3 | -3
NC(=O)c1ncn([C@@H]2O[C@H](C(=O)Nc3ccc(C(=O)N4CCCCC4)cc3)[C@@H](O)[C@H]2O)n1
→ 0 | 12
O=C(NCc1ccccc1)[C@H]1CCCN1C(=O)[C@H]1CCCN1C(=O)C1CCCCC1
→ 4 | -1
O=C(CC1CCCC1)N[C@H](C(=O)N1CCC[C@H]1C(=O)NC1CCCC1)C1CCCCC1
→ 9 | 13
C=CCOC(=O)N[C@H](c1cccc(OC)c1)[C@H](C)/C=C/CC(=O)OC
→ -8 | -10
Fc1ccc(-c2n[nH]c(=S)n2N=Cc2cccc(OCc3ccccc3)c2)cc1
→ -9 | -9
CCOC(=O)[C@]12CCCC3=C1N(CCC3)C(=O)[C@@H](CC(=O)NCc1ccc(C)o1)C2
→ -19 | -5
C=CCN1C(=O)[C@@H](CC(=O)N2CCN(C(=O)C3CC3)CC2)[C@]2(C(=O)OC)CCCCC=C12
→ 1 | -42
Nc1[nH]c(C(=O)c2ccccc2)c(-c2ccccc2)c1C(=O)NCCc1c[nH]c2ccccc12
→ -13 | -11
CCCCCCCCNC(=O)c1ccc(C)cc1
→ 4 | -3
O=[N+]([O-])c1ccc(SN2CCCCC2)c([N+](=O)[O-])c1
→ 1 | -35
CCOc1cc(/C=C\c2[nH]c(=O)[nH]c(=O)c2[N+](=O)[O-])ccc1OC(C)CC (centres undefined)
→ 7 | 9
Cc1cc(-c2cc(NC(=O)Cc3c[nH]c4ccccc34)ccc2N(C)c2cccnc2)ccc1F
→ -5 | -17
COC(=O)c1cc2c(c3c4cc(F)ccc4n(S(=O)(=O)c4ccc(C)cc4)c13)C(=O)N(C)C2
→ 2 | -13
COc1ccc(S[C@]2(C(=O)N3CCN(C(C)=O)CC3)CC(=O)N(C(=O)CCc3ccccc3)[C@@H]2c2ccc(OC)cc2)cc1
→ 12 | 21
COc1cc(-n2c(C)nc3cc(C(=O)N4CCCC4)ccc32)cc(OC)c1OC
→ -12 | -18
CCCN(CC1CC1)C(=O)c1ccc(CNC(=O)c2cccc(Br)c2)cc1
→ -16 | -9
C#CCNc1cccc2c1S(=O)(=O)N[C@H](C)CO2
→ -11 | -10
CCCCS(=O)(=O)N1C2=NC3=C(C(=O)N(CCOC)C3=O)C3N(C)c4ccccc4[C@]23C[C@H]1CO (some centres undefined)
→ -2 | 5
COC(=O)[C@]12C[C@H](CC(=O)NCCCCc3ccccc3)C(=O)N(CCc3ccc(OC)c(OC)c3)C1=C[C@H](C(C)C)O[C@@H]2C1CC1
→ -6 | -14
COC(=O)[C@H](CC(C)C)N1Cc2nnn(Cc3ccccc3)c2-c2ccccc2S1(=O)=O
→ -1 | 15
COC(=O)CC#C[C@H](C)[C@@H](NS(=O)(=O)c1ccc([N+](=O)[O-])cc1)C(C)(C)C
→ -7 | -18
c1ccc(CC(Nc2cccnc2)c2ccccc2)cc1 (centres undefined)
→ 7 | 17
COC(=O)c1cc(-c2cc3ccccc3o2)c(=O)n2c1CCC2
→ -13 | 6
COC(=O)C[C@H]1CC[C@H]2[C@H](COc3ccc(NC(=O)C4CC4)cc3C(=O)N2C)O1
→ -12 | -17
C[C@H](CO)N1C[C@H](C)[C@H](CN(C)S(=O)(=O)c2cccs2)Oc2ncc(Br)cc2C1=O
→ 8 | -18
CCC(C)NC(=O)CSc1nnc(-c2cc(OC)c(OC)c(OC)c2)o1 (centres undefined)
→ -21 | -25
COC(=O)[C@H](CC(C)C)N(CCc1cn(Cc2ccc(C)cc2)nn1)S(=O)(=O)c1ccccc1Br
→ 9 | 12
CCOc1ccc(-n2c(SCC(=O)Nc3cc(C)c(NC(=O)c4ccccc4)cc3OC)nnc2-c2cccs2)cc1
→ 28 | 9
CCCc1c(-c2ccccc2OC)ncn1CCc1ccccc1OC
→ 31 | 9
COc1ccccc1C(=O)N1CCN(C(=O)[C@@H](Cc2ccccc2)NC(=O)[C@H]2O[C@@H](n3ccc(=O)[nH]c3=O)[C@H](O)[C@@H]2O)CC1
→ 4 | -6
COC(=O)[C@]12C[C@H](CC(=O)N3CCSCC3)C(=O)N(Cc3ccco3)C1=C[C@H](COCc1ccccc1)O[C@@H]2C
→ 15 | -10
Cc1c(C2Nc3ccccc3C2C)[nH]c2ccccc12 (centres undefined)
→ -47 | 10
Cc1ccc(-n2c(SCC(=O)NN=Cc3ccc(-c4ccccc4)cc3)nnc2-c2ccccc2)cc1
→ 1 | -10
O=C(NC1CCCCN(Cc2ccc(Cl)cc2)C1=O)c1ccc(Cl)cc1Cl (centres undefined)
→ -7 | 22
CNC12CCc3cc(OC)c(OC)c(c31)-c1cc3c(cc1C2)OCO3 (centres undefined)
→ 5 | -19
COC(=O)[C@]1(CNC(=O)NCCc2ccc(OC)c(OC)c2)CC(=O)N(C)[C@@H]1c1ccccc1
→ 1 | -10
Cc1ccc(CN2CCCCC(NC(=O)c3ccc(F)c(F)c3)C2=O)cc1 (centres undefined)
→ 1 | 15
O=S1(=O)CC2c3ccccc3CCN2CN1CCc1ccccc1 (centres undefined)
→ -16 | -13
CCN(CC)c1ccc(/C=C(\C#N)C(=O)NCc2ccco2)cc1
→ -14 | -42
COC(=O)[C@]12C[C@H](CC(=O)NCc3ccccc3)C(=O)N(Cc3cccc4ccccc34)C1=C[C@H](C1CCCC1)O[C@@H]2C
→ 9 | 10
COCC(=O)Nc1ccc2c(c1)C(=O)N(C)[C@@H]1CC[C@@H](CC(=O)OC)O[C@H]1CO2
→ -10 | 16
CC(C)NC(=O)N[C@@H]1C[C@@H]2O[C@@H](CO)CC[C@@H]2O[C@@H]1CCc1ccc(-c2ccccc2F)cc1
→ -1 | -2
O=C(NC1CCCCN(Cc2cccc(Cl)c2)C1=O)c1ccc(F)cc1 (centres undefined)
→ -6 | -20
COc1ccc2[nH]c(C(=O)Nc3ccccc3Cl)cc2c1
→ -3 | -64
O=C(NCc1ccccc1)[C@H]1CCCN1C(=O)[C@H]1CCCN1C(=O)c1ccc(F)cc1F
→ 4 | -9
Cc1cc(N2CCN(C(=O)OC(C)(C)C)C[C@@H]2C)ccc1N1CCS(=O)(=O)CC1
→ 12 | 5
C[C@H](O)[C@@H]1C(=O)N2CCc3c([nH]c4cccc(-c5ccccc5)c34)[C@@H]2C[C@@H]1N(C)C(=O)OCc1ccccc1
→ 8 | -9

# Continued:
# The line under a structure holds: COUP-TFII inh | NCOA2 inhibitor
COCCCNC(=O)C[C@H]1C[C@@]2(C(=O)OC)C(=C[C@H](C(C)(C)C)O[C@@H]2C)N(Cc2ccc3c(c2)OCO3)C1=O
→ 3 | 5
Cc1cc(C)c(O)c(C(=O)CC2CC(=O)NC(=O)C2)c1
→ 75* | 31
COc1ccc(-c2ccc3c(n2)CCCN3Cc2ccccc2C(F)(F)F)cc1
→ -11 | -52
N#CCC[C@@H]1CC[C@]2(CCCN(C(=O)c3ccco3)C2)O1
→ -17 | 12
COC(=O)C1=C(C(=O)OC)C2C=C(C(C)C)C1C(=O)C2(C)O (centres undefined)
→ 1 | -4
O=C(O)CCCC[n+]1ccccc1
→ 15 | -21
COC(=O)[C@]12C[C@H](CC(=O)NCc3ccc(C)o3)C(=O)N(Cc3ccc4c(c3)OCO4)C1=C[C@H](COCc1ccccc1)O[C@@H]2C
→ 0 | 4
O=S1(=O)N[C@H](Cc2ccccc2)COc2cccc(N3CCCCC3)c21
→ 10 | 3
CCOC(=O)C1=NOC(C(C)=O)(C(=O)Nc2cc(C)cc(C)c2)C1 (centres undefined)
→ -8 | -15
CCOC(=O)CC[C@@H]1CC[C@]2(CCCN(C(=O)C(C)(C)C)C2)O1
→ -24 | 2
O=C(CSc1nc2ncccc2[nH]1)N1CCOCC1
→ 0 | -2
CCN(CC)CCCN1C(=O)C2=C(C1=O)C1N(C)c3ccccc3[C@@]13C[C@@H](CO)N(C(=O)CCC(=O)OC)C3=N2 (some centres undefined)
→ 3 | 5
O=C(NN=C1CCCC1)c1[nH]c2ccc(Br)cc2c1-c1ccccc1
→ 3 | -12
Cc1ccc(S(=O)(=O)n2ccc(-c3c(-c4ccc(Cl)cc4)noc3C)n2)cc1
→ 15 | 17
O=C(NCc1ccccc1)N1CCN(Cc2nc3ccccc3c(=O)[nH]2)CC1
→ -12 | 0
Cc1cccc(-c2cccc3c4c([nH]c23)[C@@H]2C[C@H](N(C)C(=O)C3CCCCC3)[C@H]([C@H](C)O)CN2CC4)c1
→ -10 | 7
C[C@H](O)[C@@H]1CN2CCc3ccc(-c4ccc5c(c4)OCO5)cc3[C@@H]2C[C@@H]1N(C)CC1CCCCC1
→ 11 | -1
CC(C)[C@@H](CO)N1Cc2nnn(Cc3ccccc3)c2-c2ccccc2S1(=O)=O
→ 0 | 3
